# hcDAF-12 act: activators of H. contortus DAF-12 nuclear receptor; HEK293 hcDAF-12 lit1-tk-luc reporter, luminescence; 0% DMSO, 100% Δ7-dafachronic acid; activation, % at 6.8 µM; 370,000 compounds, 1.4% hits; AID 652067;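 active means activation above the mean of all tested compounds plus 3 SD, cut at about 5.5% in these data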;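 further: 100% = response to 3 µM Δ7-dafachronic acid high control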
# hgDAF12 agonist: activates the H. glycines DAF-12 receptor ligand-binding domain; AID 687014; activation, % at 6.8 µM; HEK293 GAL4-hgDAF12 UAS-luciferase reporter, agonist luminescence; normalized to butyrate control; 370,000 compounds, 1.8% hits;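 active means activation above a cutoff set at the mean of all screened compounds plus 3 SD, cut at about 10% in these data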;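 further: 0% = DMSO wells and 100% = sodium butyrate wells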
# NR1D1 modulator: modulates human Rev-erb alpha binding to DNA; P20393; Rev-erbα–FITC-DNA binding, fluorescence polarization, 90 min; activity, % at 10 µM; 370,000 compounds, 0.79% hits; AID 1259318;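 active means activity above about 14%, limit read from the data; passing the limit was not always enough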;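 further: 0% = DMSO wells with 35 nM protein and 100% = DMSO wells with 750 nM protein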
# Target sequence (P20393 whole entry, looked up): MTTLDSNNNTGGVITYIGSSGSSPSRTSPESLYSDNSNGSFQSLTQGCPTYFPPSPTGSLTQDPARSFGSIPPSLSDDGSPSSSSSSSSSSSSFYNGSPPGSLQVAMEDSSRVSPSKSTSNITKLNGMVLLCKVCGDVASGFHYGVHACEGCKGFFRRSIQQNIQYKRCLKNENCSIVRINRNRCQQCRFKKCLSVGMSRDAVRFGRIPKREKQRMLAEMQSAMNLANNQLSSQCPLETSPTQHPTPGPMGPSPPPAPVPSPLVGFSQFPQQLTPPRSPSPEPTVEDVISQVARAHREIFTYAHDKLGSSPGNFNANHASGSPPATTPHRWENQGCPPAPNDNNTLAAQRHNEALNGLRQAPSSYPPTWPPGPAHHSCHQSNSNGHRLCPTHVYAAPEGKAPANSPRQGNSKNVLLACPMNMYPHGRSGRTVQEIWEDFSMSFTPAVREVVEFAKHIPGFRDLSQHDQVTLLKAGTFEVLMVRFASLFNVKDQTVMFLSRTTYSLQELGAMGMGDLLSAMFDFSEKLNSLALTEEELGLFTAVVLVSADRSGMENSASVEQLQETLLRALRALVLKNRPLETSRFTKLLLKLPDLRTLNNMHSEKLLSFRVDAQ
# DAX1 inh-1: DAX1 (NR0B1) inhibition, primary screen. HEK293T StAR-luciferase reporter, SF-1/DAX-1 repression relief. inhibition, % at 6.8 µM. 370,000 compounds, 1.1% hits. AID 652010;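 active means inhibition above the mean over all tested compounds plus 3 SD, cut at about 3.6% in these data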;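 further: 0% = DAX-1 cells with DMSO and 100% = cells lacking DAX-1 with DMSO; higher inhibition means more luminescence from relief of DAX-1 repression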
# SMARCA2 act: activators of SMARCA2 function; MG213 cells, MMTV-luciferase reporter, dexamethasone, overnight; activation, % at 9.1 µM; 370,000 compounds, 1% hits; AID 652017; in the data active means activation above about 7.8%;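 further: 0% = vehicle wells and 100% = reference activator wells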
# MBD2 inh: blocks human MBD2 binding to methylated DNA | inhibition, % at 4.4 µM | TR-FRET, MBD2 binding to methylated oligonucleotide | 370,000 compounds, 0.31% hits | Q9UBB5 | AID 686964; in the data active means inhibition above about 13%
# PLCb3 inh: PLC-beta3 (human) inhibition, primary screen; Q01970; Purified PLC-beta3, fluorogenic substrate, fluorescence; inhibition, % at 12.2 µM; 370,000 compounds, 0.18% hits; in the data active means inhibition above about 11%;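 further: 0% = median of compound wells on plate and 100% = full blocker control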
# PLC-gamma1 inh: PLC-gamma1 (human) inhibition, primary screen; P19174; purified PLC-gamma1, fluorogenic substrate, fluorescence; inhibition, % at 12.2 µM; 370,000 compounds, 0.84% hits; AID 720700; in the data active means inhibition above about 9.5%
# ssDAF12 agonist: activators of S. stercoralis DAF-12 nuclear receptor. 370,000 compounds, 1% hits. HEK293 ssDAF-12/GRIP1 lit1-tk-luc reporter, luminescence; % of 3 µM dafachronic acid response. AID 652126. activation, % at 6.8 µM;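 active means activation above the mean over all tested compounds plus 3 SD, cut at about 0.9% in these data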;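 further: 0% = DMSO-only wells and 100% = 3 µM delta7-dafachronic acid wells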
# DAX1 inh-2: inhibits human nuclear receptor DAX1 | P51843 | AID 504766 | inhibition, % at 6.75 µM | 340,000 compounds, 0.99% hits | HEK293 Gal4-DAX1 luciferase reporter, luminescence;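 active means inhibition above the mean over all tested compounds plus 3 SD, cut at about 4.2% in these data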;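 further: 0% = DAX1-transfected cells with DMSO and 100% = empty-vector control cells with DMSO; inhibition shows as a rise in luminescence from relieved DAX1 repression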
# Target sequence (P51843 207-470 limits assumed): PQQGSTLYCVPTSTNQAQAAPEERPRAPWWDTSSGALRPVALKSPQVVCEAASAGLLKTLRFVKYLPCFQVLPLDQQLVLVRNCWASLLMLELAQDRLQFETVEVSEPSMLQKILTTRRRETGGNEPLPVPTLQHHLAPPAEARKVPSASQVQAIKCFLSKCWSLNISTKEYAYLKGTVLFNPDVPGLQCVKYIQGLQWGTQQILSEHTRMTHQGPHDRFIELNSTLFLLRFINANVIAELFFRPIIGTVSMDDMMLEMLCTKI
# ADAM17 inh: ADAM17 inhibition, QFRET primary screen; recombinant ADAM17, EDANS/DABCYL FRET peptide cleavage; inhibition, % at 6.95 µM; 370,000 compounds, 0.83% hits; AID 720648;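 active means inhibition above the mean of compounds lying between control limits plus 3 SD, set per campaign, cut at about 8.5% in these data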;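 further: 0% = DMSO-only wells as the low control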
# * = called active by the depositor; x = not tested or not shown.
# Screens in order: hcDAF-12 act	hgDAF12 agonist	NR1D1 modulator	DAX1 inh-1	SMARCA2 act	MBD2 inh	PLCb3 inh	PLC-gamma1 inh	ssDAF12 agonist	DAX1 inh-2	ADAM17 inh
Cc1cccc(NC(=O)CCN2C(=O)c3cccc([N+](=O)[O-])c3C2=O)c1
→ -1.4	-3.0	-1.5	0.0	-3.7	-2.1	-3.2	-2.9	-1.2	0.7	-3.9
COc1ccc(N(CC(=O)N2CCCCCC2)S(=O)(=O)c2ccc(OC)c(OC)c2)cc1
→ 0.3	-3.3	8.0	0.4	-2.9	0.6	-6.5	-0.6	-1.1	1.2	2.6
CCOC(=O)c1cc2occc2n1CC(=O)Nc1ccc(OC)cc1OC
→ -2.0	-1.1	0.3	-0.7	-0.6	0.8	-5.2	-29.1	-1.9	-0.1	-3.6
CN1C(=O)SC(Nc2ccccc2)C1=O (centres undefined)
→ -1.4	0.5	-3.7	0.4	-1.3	0.8	7.7	9.5*	-1.3	-0.3	1.9
COCCCN1C(=O)C(O)=C(C(C)=O)C1c1cccc(F)c1 (centres undefined)
→ 0.5	-0.9	-2.2	0.7	1.2	4.3	-2.6	-1.1	-1.6	-0.9	-3.1
COc1ccc(NC(=O)N(C2CCCCC2)C2CCN(C(C)C)CC2)c(OC)c1
→ 1.5	-1.1	5.9	-0.2	0.8	-1.1	-0.6	0.5	-1.6	-0.1	-4.8
Cc1ccccc1CN1CCCCC(NC(=O)c2ccc(F)c(F)c2)C1=O (centres undefined)
→ -3.6	-3.9	2.0	-2.0	-4.3	0.5	1.5	2.3	-0.5	x	-0.4
Cc1cc(C)cc(Cn2ncc(Cl)c(Cl)c2=O)c1
→ -3.0	-3.1	0.1	-0.5	4.9	-1.0	1.5	1.6	-0.7	x	7.0
O=C(c1cc2cc(Cl)ccc2oc1=O)N1CCN(c2ccccn2)CC1
→ -1.4	1.0	-0.5	-0.2	-1.5	4.7	-8.4	-2.7	-1.0	0.1	-2.0
COc1ccc(C(=O)NCc2cc(C)nc3ccccc23)cc1
→ 0.7	0.4	-7.5	-2.7	-4.0	-9.7	-1.8	1.0	-2.0	-2.6	1.6
COc1ccc(NCc2nn(CC(=O)c3ccc(Br)cc3)c3[n+]2CCCCC3)cc1
→ -0.1	-0.6	5.7	-0.4	-0.8	4.0	-6.8	-1.0	-1.0	-0.2	-3.4
FC(F)(F)c1cc(-c2ccco2)nc(NCc2ccccc2)n1
→ 0.1	-0.8	0.8	-0.4	-0.6	3.4	-23.4	-20.6	-1.3	-0.8	-9.6
O=S(=O)(c1ccc(=S)[nH]c1)N1CCCCCC1
→ -0.7	-0.8	-2.0	-1.3	-0.7	3.1	2.5	3.3	-1.3	0.2	1.8
COc1cccc(/C=C2\SC(=S)N(CCC(=O)NNC(=O)c3ccccc3OC)C2=O)c1
→ 4.7	2.0	-2.5	0.5	1.8	-0.3	-3.5	-1.9	1.0*	-0.4	0.8
O=C(COC(=O)c1ccc(F)cc1F)Nc1ccc2[nH]c(=O)[nH]c2c1
→ -0.8	0.3	2.4	0.2	-2.8	5.5	-6.2	-2.2	0.0	-0.4	-4.9

# More results
# Screens in order: hcDAF-12 act	hgDAF12 agonist	NR1D1 modulator	DAX1 inh-1	SMARCA2 act	MBD2 inh	PLCb3 inh	PLC-gamma1 inh	ssDAF12 agonist	DAX1 inh-2	ADAM17 inh
CCOC(=O)NC(=O)COC(=O)CCCc1nc2ccccc2s1
→ -1.4	-0.8	-1.8	1.0	-0.2	1.9	-3.6	-0.8	-1.7	-0.2	-1.9
COc1ccc2oc(C(=O)Nc3cccc(S(=O)(=O)N4CCOCC4)c3)c(C)c2c1
→ -0.4	1.5	6.3	-3.5	-2.2	0.2	-24.4	-21.2	-1.1	-2.2	0.8
CCC(=O)Nc1cc(C)c(OC)c(C)c1
→ -0.2	0.1	1.9	-0.2	0.0	4.8	2.2	-0.2	-0.5	2.3	0.4
CCc1cc2c3c(c(=O)oc2cc1OC(C)C(=O)O)CCCC3 (centres undefined)
→ 1.2	2.2	1.4	-0.1	-2.1	3.4	-128.8	-102.2	-0.2	-0.6	-368.6
CSc1ccccc1C(=O)N1CCc2ccc(NC(=O)c3ccccn3)cc2C1
→ 2.9	10.7*	-3.4	2.7	-3.4	2.3	-0.2	1.4	-0.7	0.6	-3.3
Cc1ccc(C2=Nc3ccccc3N=C(c3ccco3)C2)c(O)c1
→ 1.5	0.5	9.2	-0.1	0.7	2.2	-33.9	-32.0	-0.6	1.1	-2.4
COc1ccc(S(=O)(=O)N(CC(=O)N/N=C/c2ccccc2C(=O)O)c2ccccc2OC)cc1
→ -0.2	-0.5	-4.2	0.1	-3.5	3.5	-9.4	-3.2	-1.3	-1.5	-4.8
COc1ccc(C(=O)NNC(=O)c2cc(C)nc3ccccc23)cc1
→ -0.7	0.9	-3.9	0.9	2.6	-3.7	-4.2	0.3	-0.8	0.5	-4.0
COc1cc(C2CC(=O)NC(SCC(=O)Nc3ccccc3C)=C2C#N)ccc1O (centres undefined)
→ -0.9	-0.2	2.6	-0.6	1.4	-5.8	-2.1	-1.3	-0.9	0.4	0.6
Cc1ccc2nc(N3CCN(C)CC3)c(C=O)c(=O)n2c1
→ 0.2	-1.0	2.0	-0.2	-1.0	-2.4	-189.5	-139.5	-1.5	-0.2	-48.6
Cc1ccc(-c2nc(N)sc2CC(=O)OCC(=O)N2C(C)CCCC2C)cc1 (centres undefined)
→ 1.3	-1.3	-1.8	0.5	-2.7	-3.1	-24.0	-22.4	-1.1	2.4	0.9
O=S(=O)(NC1=NCCCCC1)c1cc(F)ccc1F
→ -0.8	1.4	-3.6	-0.1	-3.8	-3.4	0.3	4.0	-1.2	4.5*	-5.6
COC(=O)c1sccc1NC(=O)C12CC3CC(CC(C3)C1)C2
→ 2.2	0.3	25.4*	-0.2	-3.1	0.5	1.9	4.7	-0.7	1.5	-0.5
O=C(Nc1cccc(NC(=O)c2cccs2)c1)c1ccco1
→ -0.6	-1.5	-4.3	-0.8	-3.5	-1.5	-0.1	2.1	-1.4	3.0	0.9
CCc1ccccc1NC(=O)CN1CCN(CC(=O)Nc2cc(C)ccc2OC)CC1
→ -1.2	0.7	-0.7	-0.3	0.0	1.4	-4.9	0.0	-1.2	-1.9	1.6

# (further entries)
# Screens in order: hcDAF-12 act	hgDAF12 agonist	NR1D1 modulator	DAX1 inh-1	SMARCA2 act	MBD2 inh	PLCb3 inh	PLC-gamma1 inh	ssDAF12 agonist	DAX1 inh-2	ADAM17 inh
CCN(Cc1cc2cccc(C)c2[nH]c1=O)C(=O)c1ccccc1OC
→ -1.3	0.1	-0.1	0.5	-0.8	-0.4	-3.8	-1.5	-1.1	-1.2	-1.8
CN(C)c1ccc(C2/C(=C(/O)c3ccc(Br)cc3)C(=O)C(=O)N2C)cc1 (centres undefined)
→ -0.8	-2.2	-3.8	-0.1	-1.2	2.4	-12.4	-0.9	-0.8	0.3	0.4
O=C1Nc2ccccc2N=C(c2ccc3c(c2)OCO3)C1N(C(=O)c1ccc2ccccc2c1)C1CC1 (centres undefined)
→ 5.6*	11.1*	-4.3	3.6	0.5	-3.6	-19.9	-14.9	0.0	x	-0.7
Cc1ccc2sc(NC(=O)CSc3nc(C)cc(C)c3C#N)nc2c1
→ 10.7*	11.9*	28.9*	4.0*	4.7	2.9	-254.8	-181.7	0.9*	0.7	-40.1
COc1cc(/C=N/NC(=O)C(=O)N2CCCC2)ccc1O
→ -0.9	1.6	-1.5	0.3	-1.9	1.0	3.7	-0.5	-1.4	1.1	-1.5
CC(C)C[C@H]1CN=C(N(C)C)N1CCc1cccc(F)c1
→ 0.0	1.7	-6.9	0.5	0.1	1.1	1.4	0.7	-1.2	0.4	-2.7
O=c1cc(N2CCN(Cc3ccccc3)CC2)[nH]c(=O)n1-c1cccc(C(F)(F)F)c1
→ -1.5	-0.6	0.7	-0.3	0.1	-0.7	0.0	-4.5	-0.9	0.4	-3.1
COC(=O)[C@]12C[C@H](CC(=O)NCc3ccc(C)o3)C(=O)N(Cc3ccccc3)C1=C[C@H](C(C)C)O[C@@H]2C1CC1
→ 1.3	-0.7	1.3	-0.5	1.4	-3.3	8.0	2.2	-1.3	x	1.2
CCn1c(SCC(=O)Nc2ccc(NC(=O)c3ccco3)c(OC)c2)nc2ccccc2c1=O
→ -2.4	-0.2	3.7	-0.2	0.2	1.8	-0.9	0.0	-1.5	-0.7	-2.6
Cc1nnc(C)n1/N=C/c1cccnc1
→ -0.1	2.1	-2.6	-0.3	0.6	1.5	4.0	1.4	-1.1	0.3	-0.7
O=C(CSc1nnc(CN2CCOCC2)n1-c1ccccc1)Nc1ccc(Cl)cc1
→ -1.1	-0.1	-0.1	-0.9	-0.5	1.3	-1.9	0.9	-1.3	0.4	-2.5
COC(=O)c1c(C)oc(C)c1S(=O)(=O)N1CCCCC1
→ -1.9	-0.6	-1.1	-0.6	-2.3	1.8	-1.6	1.0	-1.7	1.0	-1.1
COCCNC(=O)CN1N=C(c2ccc(OC)cc2)CCC1=O
→ -1.2	3.8	-1.5	0.0	-3.8	0.1	-5.8	6.0	-0.4	-1.0	-4.9
Cc1cccc(/C=N/NC(=O)C[n+]2ccccc2)c1
→ 0.1	-0.7	1.6	0.7	-3.1	-1.0	-2.6	4.6	-1.0	-0.1	-6.1
CCOC(=O)CC[C@@]1(C(=O)OCC)C[C@@H](CC(=O)N2CCSCC2)C(=O)N2CCCC=C21
→ -1.2	0.3	0.2	0.3	-2.0	6.8	-3.7	1.7	-1.3	x	-0.2
CC(O)CCc1nc2ccc(C(=O)O)cc2[nH]1 (centres undefined)
→ 0.9	1.3	-5.9	-0.6	-3.9	8.2	2.3	3.8	-1.6	0.3	-4.0
Cc1cccc2cc(CN(Cc3cccs3)C(c3nnnn3C3CCCC3)C(C)C)c(=O)[nH]c12 (centres undefined)
→ -1.6	0.3	-1.3	-0.9	1.1	-3.2	5.4	0.5	-0.8	-0.3	-1.6
Cc1nnc(-c2cccc(Br)c2)c2cn(-c3ccccc3Cl)nc12
→ -1.5	-1.6	3.1	0.3	-4.9	-0.4	0.3	1.4	-1.1	-1.7	-2.4

# 4 compounds from above with just MBD2 inh and SMARCA2 act.
mol	MBD2 inh	SMARCA2 act
Cc1cccc(/C=N/NC(=O)C[n+]2ccccc2)c1	-1.0	-3.1
O=C1Nc2ccccc2N=C(c2ccc3c(c2)OCO3)C1N(C(=O)c1ccc2ccccc2c1)C1CC1 (centres undefined)	-3.6	0.5
O=C(CSc1nnc(CN2CCOCC2)n1-c1ccccc1)Nc1ccc(Cl)cc1	1.3	-0.5
O=c1cc(N2CCN(Cc3ccccc3)CC2)[nH]c(=O)n1-c1cccc(C(F)(F)F)c1	-0.7	0.1

# Screens: PubChem, several laboratories

# No enrichment for hits, and some 7.4% of all compounds hit somewhere here.
